Screens (PubChem BioAssay)
HDAC3 inh: HDAC3 deacetylase inhibitors, primary screen, biochemical, fluorescence, cell-free homogeneous. recombinant HDAC3, fluorogenic peptide/trypsin coupled. inhibition, % at 8.3 µM. actives 0.15% (n = 320,000); in the data active = inhibition above about 26%, passing the limit was not always enough
Target sequence (O15379 whole entry, looked up): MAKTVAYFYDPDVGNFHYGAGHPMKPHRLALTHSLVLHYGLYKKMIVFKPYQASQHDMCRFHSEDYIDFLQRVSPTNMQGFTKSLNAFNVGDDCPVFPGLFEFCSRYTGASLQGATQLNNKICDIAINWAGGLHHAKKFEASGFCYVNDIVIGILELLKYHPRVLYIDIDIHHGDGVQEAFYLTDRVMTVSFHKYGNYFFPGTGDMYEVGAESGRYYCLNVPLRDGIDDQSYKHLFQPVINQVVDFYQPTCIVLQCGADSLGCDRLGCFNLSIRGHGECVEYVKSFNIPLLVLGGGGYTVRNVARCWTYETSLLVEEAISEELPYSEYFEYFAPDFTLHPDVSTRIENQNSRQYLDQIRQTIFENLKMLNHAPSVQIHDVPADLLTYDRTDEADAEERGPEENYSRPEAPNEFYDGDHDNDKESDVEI
Platelet DG rel: inhibitors of platelet dense granule secretion, primary screen, cell-based, MLPCN, human platelets | human platelet-rich plasma, SFLLRN dense granule ATP release, luminescence | inhibition, %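 (compounds screened at 7.5 µM in platelet-rich plasma)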 | actives 0.22% (n = 300,000);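 active = mean replicate score, as percent of positive control, at or above 50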
AI-2 QS mod: Vibrio harveyi AI-2 quorum sensing modulators, primary screen, JMH597 strain, luminescence/OD600 ratio; actives 0.4% (n = 300,000); activity change, % at 7.5 µM; Vibrio harveyi JMH597 AI-2 luminescence/OD600 ratio, 9 h; hits give low values; strain lacks LuxN and CqsS sensors; 0 = neutral-control median; AID 2094, 2009; in the data active = activity change below about -75%, passing the limit was not always enough;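 also: luminescence divided by OD600 gain over 9 h not by final OD600 alone; inactives centre near 13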
aSyn UTR inh: MLPCN primary screen, SNCA 5' untranslated region | actives 0.82% (n = 300,000) | alpha-synuclein 5'UTR reporter, inhibitor activity | inhibition, % (tested at 7.5 µM) | AID 1813, 2009; in the data active = inhibition above about 60%;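 also: H4 neuroglioblastoma cells stably carrying SNCA 5'UTR luciferase fusion; 0% = DMSO wells and 100% = positive control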
HSP90 inh: HSP90 inhibitors, primary screen, cell lysate, luminescence; Rabbit reticulocyte lysate, luciferase refolding luminescence, 3 h; inhibition, % at 5.6 µM; actives 0.91% (n = 290,000); AID 1789, 2009;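 active = inhibition above the screen-wide mean plus 3 SD, computed separately per campaign, cut at about 16% in these data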;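 also: 0% = DMSO wells and 100% = 60 µM geldanamycin wells; inhibitors lower the luminescence because luciferase stays unfolded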
IEC-6 tox: cytotoxicity in IEC-6 intestinal epithelial cells, primary screen, cytotoxicity control for KLF5 inhibitor project, cell-based, luminescence | AID 1825, 2009 | inhibition, % at 5 µM | actives 0.78% (n = 290,000) | IEC-6 cytotoxicity, luminescence viability; in the data active = inhibition above about 22%;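 also: 0% = plate median of test compound wells and 100% = cytotoxic reference compound wells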
HIF act: HIF pathway transcriptional activators, primary screen, cell-based, U2OS HRE-luciferase, luminescence; activation, % at 7.5 µM (by protocol); U2OS HRE-luciferase reporter; normalized: DMSO 0%, desferrioxamine 100%; actives 0.32% (n = 300,000);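 active = mean activation of at least 10% of the iron chelator positive control signal, with at least half of replicates also reaching 10%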
KLF5 inhibitor: KLF5 expression inhibitors, primary screen, DLD-1 cells, luminescence; DLD-1 KLF5 promoter-luciferase reporter; inhibition, % at 5 µM; actives 0.23% (n = 290,000); AID 1700, 2009;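 active = inhibition above a per-plate limit of that plate's mean compound inhibition plus 3 SD, cut at about 60% in these data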;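 also: 0% = DMSO wells and 100% = LY294002 at 200 µM; higher means less KLF5 promoter-driven luciferase light; inactives centre near -14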
HSF1 inh: HSF1 inhibitors in luciferase reporter cells, primary screen, cell-based, NIH3T3, luminescence. NIH3T3-HGL HSE-luciferase, MG132-induced, luminescence 8 h; hits give low values. activity change, negative = inhibition, % at 7.5 µM (by protocol). actives 0.77% (n = 300,000). AID 2098, 2009;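 active = more than half of replicate wells show activity change below -50%, luminescence cut by over half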;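 also: luciferase reports HSF-1 transcriptional activity via heat shock element; 0% = median of DMSO wells and -100% = zero luminescence signal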
HSF-1 act: HSF-1 activators, primary screen, NIH3T3-HGL cells, MG132 stress, luminescence, single point | NIH3T3-HGL HSF-1 luciferase reporter, 8 h; 100% = twice DMSO control signal | activation, % at 9 µM | actives 1.7% (n = 300,000);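 active = mean replicate activation of at least 50% with a set share of replicates each reaching 50%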;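 also: 0% = median of the neutral control wells and 100% = twice that signal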
Numbers without * were called inactive; x = no result given.

entry	Compound	HDAC3 inh	Platelet DG rel	AI-2 QS mod	aSyn UTR inh	HSP90 inh	IEC-6 tox	HIF act	KLF5 inhibitor	HSF1 inh	HSF-1 act
1	CCn1c(=O)c(C(=O)CN(C)Cc2ccc(F)cc2)c(N)n(Cc2ccccc2)c1=O	-4	0	25	24	-2	0	-0.7	-21	5	2
2	Cc1cccc(C(=O)NC2CCN(CC(=O)Nc3ccc4c(c3)OCO4)CC2)c1	3	1	11	16	1	2	-1.1	-18	7	8
3	CC(CNC(=O)c1ccccc1Cl)NC(=O)c1ccccc1Cl (stereo not drawn)	-3	-12	-4	-27	x	x	-0.5	x	-7	-11
4	CCCC(=O)N/C(N)=N/c1nc2ccccc2o1	4	-8	-40	-121	1	5	1.8	-161	29	45
5	CC(/C=C\c1ccccc1)=C/C(=O)O	3	1	12	21	1	0	-0.3	-22	-4	-5
6	c1ccc(-c2ccccc2-c2nc(-c3ccncc3)no2)cc1	-2	1	10	2	2	9	1.2	17	-7	-7
7	Cc1nc(Cl)c2oc3ccccc3c2n1	-2	2	29	14	1	-5	-0.3	-30	0	-2
8	O=c1nc(N2CCOCC2)ccn1-c1nc(-c2ccccc2)oc1-c1ccccc1	5	2	32	30	2	-2	x	-15	-2	-6
9	Cn1c(=O)c2c(SCc3c(F)cccc3Cl)nc(CC(C)(C)C)nc2n(C)c1=O	-3	10	20	19	-2	-6	0.0	-15	0	-8
10	Cc1cc(-c2nnc(SCC(=O)Nc3ccc(S(N)(=O)=O)cc3)n2N)n[nH]1	2	-28	26	-10	3	6	0.2	-12	1	11
11	CSc1ncccc1C(=O)OCC(=O)N(C)C1CCS(=O)(=O)C1 (stereo not drawn)	-4	-2	25	-4	0	-3	-0.1	-21	-3	-8
12	O=C(O)C1C2C=CC(C2)C1C(=O)NCc1ccccc1F (stereo not drawn)	-3	0	11	-26	0	11	-1.5	-14	3	-8
13	N#CC1(NC(=O)COC(=O)c2cccc(-n3cnnn3)c2)CCCCC1	-1	0	-12	2	x	x	-1.2	x	4	0
14	CCc1ccc(C(O)(c2ccccc2OC)C(CN2CCOCC2)c2ccccc2)cc1 (stereo not drawn)	1	7	8	47	-2	7	-0.3	-6	-9	-5
15	O=C1C2CCCN2C(c2ccc(Cl)cc2)N1c1nccs1 (stereo not drawn)	-5	0	14	-4	4	5	0.7	4	6	-9
16	CCn1c(SC(C)C(=O)O)nc2sc3c(c2c1=O)CCC3 (stereo not drawn)	6	x	x	x	-2	-4	x	3	x	x
17	OC1CCCN(Cc2c3ccccc3cc3ccccc23)C1 (stereo not drawn)	-40	10	6	9	4	4	0.2	-35	1	-10
18	CCN1CCN(C(=O)c2[nH]c3ccc(OC)cc3c2C)CC1	-9	-10	-5	-15	-2	1	-20	-41	-2	4
19	O=C1CN(c2nc(-c3ccccc3)c3cc(Cl)ccc3n2)c2ccccc2N1	6	7	10	5	-3	10	0.6	-23	-4	-2
20	COC(=O)c1ccc(Cn2nnc3c(=O)[nH]c(C4CCCN(S(=O)(=O)c5ccccc5)C4)nc32)cc1 (stereo not drawn)	0	8	6	-10	-2	-6	1.8	-10	1	-5
21	COc1cc2c(C(=O)O)c(C)n(CC(C)C)c2c2ccccc12	x	-36	6	8	4	8	0.3	16	-5	-7
22	O=C(CCc1ccccn1)N1CCCC(Nc2ccc(F)cc2)C1 (stereo not drawn)	-1	-7	-10	25	0	2	-0.5	2	-3	13
23	C#CCOCCOCCOCCNc1nc(N2CCN(C(=O)CCCCCCCCCCNC(=O)[C@H](CCCCN)n3cc(CCCC(=O)O)nn3)CC2)nc(N2CCN(C(=O)CCCCCCCCCCNC(=O)[C@H](CCCN=C(N)N)n3cc(C[C@@H](C)CC)nn3)CC2)n1	20	-10	-22	-132	x	x	-4.8	x	-41	-45
24	Cc1ccc(C(=O)N2CCCC2)cc1S(=O)(=O)N1CCCCC1	3	1	4	-6	1	2	-0.3	7	-7	-11
25	CCc1ccc(OCC(=O)O/N=C(\N)c2ccccn2)cc1	x	-4	-33	-91	6	2	1.7	-91	30	64*

Only aSyn UTR inh and HSF1 inh, for 5 of the compounds above:
| cpd | SMILES | aSyn UTR inh | HSF1 inh |
| --- | --- | --- | --- |
| 10 | Cc1cc(-c2nnc(SCC(=O)Nc3ccc(S(N)(=O)=O)cc3)n2N)n[nH]1 | -10 | 1 |
| 11 | CSc1ncccc1C(=O)OCC(=O)N(C)C1CCS(=O)(=O)C1 (stereo not drawn) | -4 | -3 |
| 12 | O=C(O)C1C2C=CC(C2)C1C(=O)NCc1ccccc1F (stereo not drawn) | -26 | 3 |
| 13 | N#CC1(NC(=O)COC(=O)c2cccc(-n3cnnn3)c2)CCCCC1 | 2 | 4 |
| 14 | CCc1ccc(C(O)(c2ccccc2OC)C(CN2CCOCC2)c2ccccc2)cc1 (stereo not drawn) | 47 | -9 |

(continued)
entry	Compound	HDAC3 inh	Platelet DG rel	AI-2 QS mod	aSyn UTR inh	HSP90 inh	IEC-6 tox	HIF act	KLF5 inhibitor	HSF1 inh	HSF-1 act
26	CCc1nnc(NC(=O)OCc2ccccc2)s1	-10	-2	16	-50	5	-3	0.5	-14	-2	23
27	CC(Oc1ccc(Cl)cc1Cl)C(=O)Nc1ccc(OCC(=O)O)cc1 (stereo not drawn)	x	-11	11	1	-2	-4	-0.3	-28	-9	-9
28	O=C(CSc1ccc([N+](=O)[O-])cc1)Nc1cccc(S(=O)(=O)Nc2ccccc2F)c1	22	-3	-6	32	5	-2	0.4	-22	8	7
29	Oc1[nH]c2ccccc2c1/C=N/c1nccs1	-3	3	15	-145	2	6	1.5	-20	-6	4
30	Oc1ccc(/C=N/N2CCCCC2)c(O)c1O	7	3	23	-6	2	-6	-1.6	-29	-2	4
31	Cc1nnc(NC(=O)c2ccc(S(=O)(=O)N3CC(C)OC(C)C3)cc2)o1 (stereo not drawn)	4	-12	3	15	4	0	0.4	-20	-3	-10
32	C=CCNC(=O)/C(C#N)=C/c1c(N2CC(C)OC(C)C2)nc2ccccn2c1=O (stereo not drawn)	3	0	8	2	3	8	2.1	-12	-6	5
33	CC(=O)c1ccc(N2CCN(S(=O)(=O)c3c(C(=O)N4CCCC4)c(C)n(C)c3C)CC2)cc1	10	-13	23	21	-5	-2	-0.4	-32	-5	-2
34	CCOC(=O)c1cnc2cc(-c3ccc(Cl)cc3)nn2c1N	-2	-9	23	-87	0	-5	x	-2	16	18
35	COC(=O)c1ccc(-c2nc3ccc(C)cc3o2)cc1	-18	-1	29	-77	11	-5	0.8	-87	18	29
36	CC1CC(C)CN(c2ccc(C(=O)NCc3ccc4c(c3)OCO4)cc2[N+](=O)[O-])C1 (stereo not drawn)	0	-5	40	23	-4	-3	-0.4	-17	3	-5
37	Cn1nc(C(F)(F)F)c(C(=O)Nc2ccc(C(F)(F)F)cc2)c1Cl	9	-5	14	37	-1	2	0.3	-6	9	16
38	N#CC1=C(N)N(c2ccccc2)C(c2ccco2)C1(C#N)C#N (stereo not drawn)	2	-14	37	24	0	-1	-0.5	-13	-2	-2
39	CCN(CC)C(=O)N1CCN(S(=O)(=O)c2ccc(C)cc2)CC1	-1	0	17	10	3	-3	-0.4	9	1	12
40	Cn1c(CCN2CCOCC2)nc2cc(NC(=O)COc3ccc(Cl)cc3)ccc21	-2	12	27	22	0	3	3.3	-46	35	50
41	COc1ccc(/C=C(\NC(=O)c2ccc([N+](=O)[O-])cc2)C(=O)NCCCn2ccnc2)cc1	4	-2	15	13	2	-3	-0.3	-5	-2	15
42	O=C(CN1C(=O)NC2(CCCC2)C1=O)Nc1ccccc1N1CCCCC1	-3	-2	9	16	x	x	-0.1	x	-5	-4
43	O=C(CN1CCOCC1)Nc1ccc(NC(=O)c2ccccc2F)cc1	-5	10	23	6	0	4	0.3	-47	7	-1
44	O=C(O)c1nccnc1C(=O)Nc1ccccc1N1CCOCC1	2	1	10	8	0	-6	-0.3	-6	-10	-10
45	O=C(c1cncc(Br)c1)N1CCN(c2ccc(N3CCOCC3)nn2)CC1	-10	-9	9	-14	0	-2	0.0	-15	-4	1
46	C=CCSc1nc(N)c2c(C)c(C)sc2n1	1	2	9	-21	0	2	0.7	-17	1	11
47	O=C1/C(=C/c2cccnc2)SC(=S)N1c1ccc(O)cc1	x	-20	9	11	0	-2	-0.6	13	-7	9
48	O=C(NC1=NCCS1)c1cccc(Br)c1	-6	10	9	-75	x	x	2.2	x	3	14

Sorted by SMILES length (low to high): some entries from above
entry	Compound	HDAC3 inh	Platelet DG rel	AI-2 QS mod	aSyn UTR inh	HSP90 inh	IEC-6 tox	HIF act	KLF5 inhibitor	HSF1 inh	HSF-1 act
43	O=C(CN1CCOCC1)Nc1ccc(NC(=O)c2ccccc2F)cc1	-5	10	23	6	0	4	0.3	-47	7	-1
36	CC1CC(C)CN(c2ccc(C(=O)NCc3ccc4c(c3)OCO4)cc2[N+](=O)[O-])C1 (stereo not drawn)	0	-5	40	23	-4	-3	-0.4	-17	3	-5
33	CC(=O)c1ccc(N2CCN(S(=O)(=O)c3c(C(=O)N4CCCC4)c(C)n(C)c3C)CC2)cc1	10	-13	23	21	-5	-2	-0.4	-32	-5	-2
